# KB-3-1 tox = KB-3-1 parental cell cytotoxicity; KB-3-1 viability, CellTiter-Glo ATP luminescence, 72 h; AID 1347075; Potency, µM (doses to about 46.1 µM), without a hit: at the highest dose activity change, negative = cytotoxic, hits mostly cytotoxic; 400,000 compounds, 1.4% hits; further: potency means the concentration at half of the fitted maximal effect; on the % scale 0 is the no-effect control and ±100 the full control effect; nearly all actives have a fitted effect of over 60% in size
#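 Screening of KB-3-1 cells (DMEM, 10% FBS, phenol-red free) ran from lowest to highest compound concentration; after 72 h at 37 °C viability was read luminescently and curves fitted.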
# HT1080NT lethal = kills 2HG-producing HT-1080-NT fibrosarcoma cells; AID 686970; Potency, µM (titrated, usually from 46.1 µM), without a hit: top-dose activity, negative = less viability, actives largely listed as cytotoxic; HT-1080-NT fibrosarcoma viability, CellTiter-Glo ATP luminescence, 48 h; 360,000 compounds, 1.6% hits;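 further: NT is the 2HG producing partner of a matched IDH1 knockdown line; potency means the concentration at half of the fitted maximal effect; 0% = DMSO-treated cells and -100% = media-only wells without cells; nearly all actives have a fitted effect of over 55% in size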
#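 HT-1080-NT fibrosarcoma cells (2HG-overproducing), 750 cells/well in RPMI with 5% FBS, dosed after 2 h and incubated 48 h at 37C. CellTiter-Glo luminescence normalized to DMSO and no-cell wells; concentration-response curves fitted and classed.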
# D3 ag = agonists of human D3 dopamine receptor; P35462; D3R DiscoveRx beta-arrestin cells, luminescence, 90 min; max activation, %; 410,000 compounds, 0.58% hits; AID 652048; in the data active means max activation above about 30%; further: 0% is about no effect; mostly tested at two doses, the higher about 12 µM
# Target sequence (P35462 whole entry, looked up): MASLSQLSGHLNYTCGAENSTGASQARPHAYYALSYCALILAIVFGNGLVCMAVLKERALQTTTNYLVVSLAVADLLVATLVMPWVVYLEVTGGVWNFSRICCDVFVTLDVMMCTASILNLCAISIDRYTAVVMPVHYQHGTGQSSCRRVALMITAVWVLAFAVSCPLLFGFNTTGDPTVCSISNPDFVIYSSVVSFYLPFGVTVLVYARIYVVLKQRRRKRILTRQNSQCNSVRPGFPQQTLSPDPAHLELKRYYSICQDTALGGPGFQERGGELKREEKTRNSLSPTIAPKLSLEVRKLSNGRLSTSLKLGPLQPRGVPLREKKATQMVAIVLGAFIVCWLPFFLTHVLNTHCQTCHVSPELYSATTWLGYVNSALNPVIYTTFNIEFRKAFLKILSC
#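 Cells at 1500/well, incubated overnight, then treated with pinned compounds (dopamine as control) for 90 min at 37 degrees C. DiscoveRx reagent added for 30 - 60 minutes at room temperature; luminescence read.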
# IL1B secr inh = inhibitors of inflammasome signaling (IL-1 beta secretion). THP-1 LPS/ATP IL-1B secretion, AlphaLISA, 16 h; hits give low values. activity change, % at 57.5 µM. 360,000 compounds, 4.7% hits; in the data active means activity change below about -50%; inconclusive means mostly about -30% to -49%; further: on the % scale 0 is the no-effect control and ±100 the full control effect
#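 THP-1 cells pretreated 1 hr with compounds (up to 57.5 uM final), then stimulated with LPS (250 ng/mL final) plus ATP (1.25 mM final); secreted IL-1B measured by AlphaLISA after 16 hr, decreased signal indicating inhibition.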
# MCF10A rereplic = inducers of DNA re-replication in MCF 10A breast cells; MCF 10A DNA re-replication, Hoechst nuclear intensity, 48 h; Potency, µM (doses to about 46.1 µM), inactives show at the highest dose activity, positive = re-replication, actives largely listed as activators; 350,000 compounds, 2.9% hits; further: potency means the concentration at half of the fitted maximal effect; % of control where 0% means no effect; nearly all actives have a fitted effect of over 50% in size
# KB-V1 MDR tox = kills drug-selected multidrug resistant KB-V1 cells; AID 1347076; 400,000 compounds, 3.4% hits; Potency, µM (top dose mostly 46.1 µM), without a hit: at the top dose activity change, negative = cytotoxicity, actives largely listed as cytotoxic; KB-V1 MDR cells viability, CellTiter-Glo, 72 h; further: potency means the concentration at half of the fitted maximal effect; on the % scale 0 is the no-effect control and ±100 the full control effect; nearly all actives have a fitted effect of over 60% in size
#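 Readout: CellTiter-Glo luminescence, 10 min after addition. Cells: KB-V1 MDR subline, 72 h at 37 degrees C with compound. Analysis: corrected, normalized data fitted to concentration-effect curves.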
# SW480 rereplic = DNA re-replication induction in SW480 cells | SW480 DNA re-replication, Hoechst DNA content imaging, 48 h | Potency, µM (highest dose often 46.1 µM), without a hit: at the top dose re-replication activation, most hits filed as activators | 340,000 compounds, 1.8% hits | AID 624297; further: potency means the concentration at half of the fitted maximal effect; % of control where 0% means no effect; nearly all actives have a fitted effect of over 55% in size
#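 Image-based DNA-content assay: after two days of treatment, nuclei were labelled with the DNA dye Hoechst and imaged, and hits were compounds raising the count of nuclei showing high fluorescence intensity.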
# HT1080 IDH1KD tx = toxicity to HT-1080 IDH1 knockdown cells (counter line); AID 686971; HT-1080 IDH1 knockdown viability, ATP luminescence, 48 h; Potency, µM (titrated, usually from 46.1 µM), inactives show at the highest dose activity, negative = toxicity, hits mostly cytotoxic; 360,000 compounds, 2% hits;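 further: potency means the concentration at half of the fitted maximal effect; 0% = DMSO wells and -100% = cell-free medium wells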
#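 HT-1080-IDH1KD cells (IDH1 knocked down), 750/well in RPMI with 5% FBS, treated with compound 48 h at 37 degrees C. Viability by CellTiter-Glo luminescence, normalised to DMSO and no-cell wells; concentration-response curves classed.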
# HEK293 tox = cytotoxicity counter-screen for GLP-1 receptor inverse agonists | Potency, µM (series often up to 38.3 µM), for inactives: at the top dose activity change, negative = inhibition, hits mostly inhibitors | HEK293 cAMP-luciferase reporter cells, luminescence, 24 h | AID 624418 | 410,000 compounds, 0.13% hits;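 further: loss of luciferase light is scored as toxicity; potency means the concentration at half of the fitted maximal effect; on the % scale 0 is the no-effect control and ±100 the full control effect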
#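 To flag toxic compounds, the library was rerun on cells for 24 hr at 37 deg C and 5% CO2. Viability-linked luminescence was captured 12 min after adding luciferase detection reagent.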
# Starred values were filed as active, the others as inactive; ? = inconclusive; nt = not tested or not shown; & = joins results of further samples; ! = not active in a repeat; [ ] = dose if it differs, or a comment. Unless noted, the call rests on the fitted dose curve; in most records, active means well fitted curve in the direction sought with a large enough effect; inconclusive means small, poorly fitted or top-dose-only effect, or another doubt; inactive means no such curve, though single readings can be large; an effect the other way counts as inactive or inconclusive.
SMILES,KB-3-1 tox,HT1080NT lethal,D3 ag,IL1B secr inh,MCF10A rereplic,KB-V1 MDR tox,SW480 rereplic,HT1080 IDH1KD tx,HEK293 tox
Brc1ccc(-c2nc3ccc(Br)cn3c2Cc2ccccc2)cc1,?,?,-5,-16,nt,-22%,nt,?,-6%
CCOc1ccc2nc(SCC(=O)NCc3ccco3)sc2c1,-5%,-17%,-2,28,20%,?,-3%,-20%,-19%
CNC(=S)NNC(=O)c1cccc(C(F)(F)F)c1,0%,20%,-8,-1,1%,?,-7%,9%,5%
Cc1ccc(OCC(=O)N2CCC(N3CC(C)CC(C)C3)CC2)cc1 (stereo not drawn),nt,-3%,-32,-3,0%,nt,-2%,0%,-3%
Cc1ccc(N(Cc2cccs2)C(=O)c2ccc(Br)o2)cc1,-7%,nt,-17,nt,nt,6%,nt,nt,-4%
O=C(c1cc2cc(Br)ccc2s1)N1CCOCC1,?,22%,6,-2,-4%,1%,-6%,3%,0%
CCOC(=O)N1CCN(C2=C(NS(=O)(=O)c3ccc(C)cc3)C(=O)c3ccccc3C2=O)CC1,-19%,?,-5,11,?,?,?,?,?
Cc1ccc2c(c1)S/C(=C\c1cccc[n+]1C)N2CCO,?,-3%,1,17,1%,?,-40%,16µM*,-30%
Nc1c(Cl)cnn(-c2ccccc2)c1=O,1%,0%,1,51,-2%,0%,4%,1%,2%
Cc1ccc(N(CC(=O)Nc2c(C)n(C)n(-c3ccccc3)c2=O)S(C)(=O)=O)c(C)c1,3%,4%,-2,26,-3%,1%,-28%,1%,-12%
COc1ccc(-c2ccc(CCC(=O)O)n2CC(=O)Nc2cccc(C(F)(F)F)c2)cc1,1%,nt,7,nt,nt,-4%,nt,nt,0%
CCOC(=O)C1CCN(C(=O)Cn2cc3c(n2)CCC(C)C3)CC1 (stereo not drawn),3%,3%,4,15,10%,11%,-3%,10%,-5%
COc1ccc(N2C(=O)CN=C2Nc2nc(C)cc(C)n2)cc1,0%,13%,-2,3,0%,?,-12%,25%,-12%
O=C(c1c(F)cccc1F)N(Cc1ccccn1)C1CCCC1,10%,-2%,-24,5,-6%,21µM*,-5%,?,2%
COc1ccccc1-c1cc(C(=O)N/N=C\c2cnn(C)c2C)c2ccccc2n1,0%,-7%,-4,14,?,?,1%,-5%,-4%
O=C(Cn1cnc2c(nnn2-c2ccccc2)c1=O)NCCc1ccccc1,?,2%,0,-14,-1%,0%,-2%,2%,18%
O=C(NCCCn1ccnc1)c1ccc2ccccc2c1,-3%,-3%,-3,11,6%,-3%,?,7%,-4%
CCOc1cccc2c1N[C@@H](c1ccc(C(=O)O)cc1)[C@H]1CC=C[C@@H]21,-1%,nt,-8,nt,nt,17%,nt,nt,-7%
CCOC(=O)C1CCN(C(=O)c2ccccc2NC(=O)C2=C(C)OCCS2)CC1,-7%,-1%,-11,-12,6%,-15%,-5%,1%,-11%
O=C1CN(C(=O)NCC(=O)N[C@H](C(=O)O)c2ccccc2)c2ccccc2N1,0%,-3%,2,16,1%,1%,11%,-2%,3%
CC1CCC(NC(=O)COC(=O)c2ccco2)CC1 (stereo not drawn),1%,2%,8,-9,2%,?,4%,10%,2%
COc1cc(OC)cc(C(=O)NC2CCN(CC(=O)Nc3cccc4ccccc34)CC2)c1,0%,-8%,3,-19,3%,17%,0%[9.22 µM],-18%,-8%
O=C(NCCn1cccn1)C1CCC(=O)N(CC2CCCCC2)C1 (stereo not drawn),-2%,4%,5,13,3%,1%,2%,-4%,-4%
CSc1c(SCc2ccccc2)cnn(-c2ccccc2)c1=O,-9%,-2%,-1,-98*,?,?,-2%,-6%,-21%
CC1CCN(CCCNC(=O)CN2CCN(Cc3ccc(Cl)cc3)C2=O)CC1,20%,19%,0,7,1%,0%,-11%,10%,2%
Cc1cnc(C(=O)OCC(=O)NC2CCCCCCC2)cn1,-2%,13%,2,-2,2%,?,-4%,7%,3%
O=C(COC(=O)/C=C/c1cccc(Br)c1)NCCC1=CCCCC1,10%,16%,-4,9,11%,25%,7%,8%,-8%
O=C(Nc1nnc(-c2ccccn2)o1)c1cccc(Cl)c1,-4%,-15%,-2,0,24%,?,1%,0%,-9%
O=S(=O)(NCc1ccccc1)c1ccc(-c2cnc(C3CC3)o2)cc1,18µM*!,?,-2&-10,17,?,15µM*!,-10%,?,-14%&-18%
O=C(NCCc1ccccc1)C(=O)NCC(c1ccc2c(c1)OCO2)N1CCOCC1 (stereo not drawn),1%,nt,1,nt,nt,?,nt,nt,3%
CC(C)c1ccc(NC(=O)Cn2cccc2C2=NC(c3ccccc3)CO2)cc1 (stereo not drawn),0%,2%,9,-8,18%,?,21%,4%,3%
O=C(N/N=C/c1cccnc1)c1ccc(NC(=O)c2cccc(Cl)c2)cc1,32%,-18%,5,27,-57%,0%,-26%,-2%,0%
O=C(Cc1cccc([N+](=O)[O-])c1)Nc1ccc(C(=O)N2CCOCC2)cc1,21%,11%,5,-11,7%,-2%,0%,2%,-16%
COc1ccc(N2CCN(C(=O)COC(=O)c3cnccn3)CC2)cc1,5%,6%,7,7,2%,?,24%,8%,3%
Cc1cc(=O)n2[nH]c(C)c(-c3ccccc3)c2n1,-27%,-2%,-8,16,-6%,?,-4%,8%,-1%
O=C(c1ccc(F)cc1)N1CCN(C2=NS(=O)(=O)c3ccccc32)CC1,?,-4%,4,-4,1%,-1%,-1%,-8%,6%
COc1ccc(CCNC(=O)c2cc(-c3ccccc3O)n[nH]2)cc1OC,-1%,4%,2,10,0%,8%,-13%,0%,0%
O=C(c1ccc(CS(=O)Cc2cccc(Cl)c2)o1)N1CCN(C2CCCCC2)CC1 (stereo not drawn),-4%,-12%,-12,-11,-1%,1%,3%,-8%,-19%
CC(C)CN(C(=O)CN1C(=O)NC(c2ccccc2)(c2ccccc2)C1=O)C1CCS(=O)(=O)C1 (stereo not drawn),8%,0%,3,-1,-6%,-16%,-3%,5%,?
COC(CNC(=O)c1ccc(-n2c(=S)[nH]c3ccccc3c2=O)cc1)OC,1%,-5%,-2,-10,-2%,-4%,-3%,1%,-9%
CN1C(=O)NC(c2ccc(O)cc2)C(C(=O)c2cccs2)C1(O)C(F)(F)F (stereo not drawn),-1%,-17%,1,-9,1%,-14%,-2%,?,-8%
COc1ccc(C(=O)NNC(=S)NC(=O)c2cccc([N+](=O)[O-])c2)cc1,?,-21%,-1,56,2%,-18%,4%,?,-2%
CCc1cc(=O)oc2cc(OCC(=O)N3CCC(C(=O)O)CC3)ccc12,0%,11%,11,7,11%,11%,-3%,14%,2%
c1ccc(-c2ccc(OCCN3CCOCC3)cc2)cc1,-5%,0%,-5,?,11%,-3%,?,2%,4%
Cc1cccc(N2CCN(S(=O)(=O)c3ccc4c(c3)C(C)(C)C(=O)N4C)CC2C)c1 (stereo not drawn),-6%,-16%,-10,33,1%,-22%,-7%,0%,-1%
Cc1ccn(CCNC(=O)C2CCC(=O)N(CCc3ccc(Cl)cc3)C2)n1 (stereo not drawn),nt,-5%,5,5,-5%,nt,-3%,6%,-2%
O=C(Cc1cccs1)Nc1nc(-c2ccc(F)cc2F)cs1,23µM*,-15%,-28,-70*,?,?,?,?,-2%
O=C(OCC(=O)N1CCN(c2ccccc2)CC1)c1ccc([N+](=O)[O-])s1,9%,-7%,-4,-6,-1%,17%,11%,-1%,12%
O=C(Nc1nc(-c2ccc(S(=O)(=O)N3CCCC3)cc2)cs1)c1ccco1,-18%,-6%,-4,-15,13%,0%,1%,-22%,-13%
COc1ccc(C(=O)c2c[nH]c3ccccc23)cc1,-2%,-1%,5,-8,0%,-6%,-1%,-5%,-20%
# More records:
SMILES,KB-3-1 tox,HT1080NT lethal,D3 ag,IL1B secr inh,MCF10A rereplic,KB-V1 MDR tox,SW480 rereplic,HT1080 IDH1KD tx,HEK293 tox
CCOc1ccc(CCN2C(=S)N([C@@H](Cc3ccc(O)cc3)CN3CCC[C@@H]3CN3C(=S)NC[C@@H]3Cc3ccccc3)C[C@@H]2Cc2ccccc2)cc1,0%,-6%,-12,-18,nt,2%,nt,-6%,-3%
OCCOCCn1c(CCNc2nc(-c3ccc(Cl)cc3)cs2)nc2cc(Cl)c(Cl)cc21,-8%,-15%,-7,-16,?,0%,0%,-20%,9%
CC(NC(=O)CNC(=O)[C@@H]1Cc2ccccc2CN1)c1ccccc1 (stereo partly drawn),7%,0%,-14,17,-8%,0%,?,17%,11%
O=C(Nc1cccc(F)c1)Nc1c[nH]c(=O)[nH]c1=O,-2%,?,-7,19,-4%,12%,-5%,23%,-6%
CN(C)c1cccc2c1C(=O)c1ccccc1C2=O,-16%,-27%,-4,?,-2%,?,-17%,-24%,7%
CN1CCC(N(C)S(=O)(=O)c2ccc(NC(=O)COc3ccc(F)cc3Cl)cc2)CC1,21%,-23%,-15,-5,25%,1%,5%,-19%,2%
CCc1c(C)nc(SCC(=O)NC2CCCC2)[nH]c1=O,-6%,1%,0,19,-19%,-10%,-33%[inhibitor],-1%,-10%
CC(=O)N1CCc2cc(Br)cc(S(=O)(=O)CCC(=O)N3CCN(c4ccc(F)cc4)CC3)c21,0%,nt,8,nt,nt,7%,nt,nt,21%
CCS(=O)(=O)c1ccc2oc(SCC(=O)N3CCCCC3)nc2c1,3%,7%,3,35,-4%,?,-10%,5%,-2%

# An excerpt of these results, with two lines to a compound.
# Each structure is followed by: KB-3-1 tox, HT1080NT lethal, D3 ag, IL1B secr inh, MCF10A rereplic, KB-V1 MDR tox, SW480 rereplic, HT1080 IDH1KD tx, HEK293 tox
OCCOCCn1c(CCNc2nc(-c3ccc(Cl)cc3)cs2)nc2cc(Cl)c(Cl)cc21
→ -8%, -15%, -7, -16, ?, 0%, 0%, -20%, 9%
CC(NC(=O)CNC(=O)[C@@H]1Cc2ccccc2CN1)c1ccccc1 (stereo partly drawn)
→ 7%, 0%, -14, 17, -8%, 0%, ?, 17%, 11%
